Screens deposited in PubChem by National Center for Advancing Translational Sciences (NCATS).
NTMT1 inhibitor = Primary qHTS for Inhibitors of N-terminal methyltransferase 1 (NTMT1): MTaseGlo Assay; AID 1645870, 2021; N-terminal Xaa-Pro-Lys N-methyltransferase 1 (Homo sapiens), Q9BV86; Potency, µM (doses to about 114 µM), for the others: top-dose activity change, negative = inhibition, usual class: inhibitors; 2.5% of 59,000 active; NTMT1 MTase-Glo SAH luminescence, purified enzyme;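 also: potency is read from the fitted curve at half-maximal effect; plate controls were DMSO vehicle for no effect and no enzyme for full effect; nearly all actives have a fitted effect of over 65% in size; many of its hits are not listed in these tables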
Target sequence (Q9BV86 whole entry, looked up): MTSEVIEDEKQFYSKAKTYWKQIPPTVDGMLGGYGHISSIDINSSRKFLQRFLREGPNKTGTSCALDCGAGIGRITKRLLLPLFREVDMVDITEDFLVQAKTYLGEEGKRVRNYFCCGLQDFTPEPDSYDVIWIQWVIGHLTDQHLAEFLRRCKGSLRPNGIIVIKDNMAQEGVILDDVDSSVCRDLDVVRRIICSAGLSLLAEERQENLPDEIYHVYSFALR
FH mod = Identification of activators of human fumarate hydratase by quantitative high-throughput screening. Potency, µM (titrated, usually from 79.9 µM), without a hit: top-dose activity change, negative = inhibition, most hits filed as inhibitors. AID 1347055, 2019. 0.22% of 54,000 active. FH coupled MDH/diaphorase resazurin fluorescence, 15 min. Fumarate hydratase, mitochondrial (Homo sapiens), P07954; also: potency is read from the fitted curve at half-maximal effect; % is scaled to controls: 0 for no effect and ±100 for the full control effect; the screen sought activators but most active calls are inhibition curves; nearly all actives have a fitted effect of over 45% in size
TSG101-PTAP inh = qHTS Validation Assay for Inhibitors of HIV-1 Budding by Blocking the Interaction of PTAP/TSG101: Sytravon Library Screen; Tumor susceptibility gene 101 protein (Homo sapiens), Q99816; Fluorescence polarization, FITC-PTAP peptide/Tsg101, 20 min; Potency, µM (top dose mostly 115 µM), without a hit: at the top dose activity change, negative = inhibition, hits mostly inhibitors; 44,000 tested, under 10 active; AID 1347069, 2019; also: potency is read from the fitted curve at half-maximal effect; 0% is about no effect
Target sequence (Q99816 whole entry, looked up): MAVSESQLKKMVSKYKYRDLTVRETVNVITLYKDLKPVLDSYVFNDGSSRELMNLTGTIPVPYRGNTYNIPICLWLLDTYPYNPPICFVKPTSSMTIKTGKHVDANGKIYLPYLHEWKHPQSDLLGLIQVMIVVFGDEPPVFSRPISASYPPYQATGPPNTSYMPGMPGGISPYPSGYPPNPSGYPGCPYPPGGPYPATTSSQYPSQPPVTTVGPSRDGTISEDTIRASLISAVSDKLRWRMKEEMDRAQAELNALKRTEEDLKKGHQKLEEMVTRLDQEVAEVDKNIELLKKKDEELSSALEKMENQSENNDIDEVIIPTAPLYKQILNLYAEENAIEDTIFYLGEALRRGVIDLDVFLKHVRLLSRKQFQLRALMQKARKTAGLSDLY
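Steps: Tsg101 binding domain (10 uM final) in HEPES pH 7.5/NaCl/Tween 20/EDTA/TCEP; add compound; add FITC-PTAP peptide (50 nM final); incubate 20 min r.t.; read polarization.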
GALK inhibitor = qHTS Assay for Inhibitors of Human Galactokinase (GALK): NCGC Sytravon Library Screen; P51570; recombinant GALK, Kinase-Glo ATP luminescence, 1 h; Potency, µM (doses to about 57.5 µM), without a hit: top-dose activity, negative = inhibition, hits mostly inhibitors; 44,000 tested, under 10 active;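 also: plate controls were full GALK reaction for no effect and reaction lacking GALK for full effect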
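Reactions with and without enzyme served as controls. GALK at 5 nM phosphorylates 100 uM galactose using 35 uM ATP (HEPES pH 8.0, Mg2+) for 1 h at RT, with luminescence read 10 min after adding Kinase-Glo Plus.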
p53null 39C tox = qHTS Screen for Compounds that Selectively Target Cancer Cells with p53 Mutations: Cytotoxicity of p53 Null Cells at the Nonpermissive Temperature; H1299 p53-null (neo) cells, 39C, ATPlite viability, 24 h; Potency, µM (titrated, usually from 46.1 µM), inactives show at the top dose activity, negative = cell killing, most hits filed as cytotoxic; 0.97% of 55,000 active; AID 904, 2007;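 also: potency is read from the fitted curve at half-maximal effect; 0% = DMSO only and -100% = full killing by 100 µM tamoxifen; nearly all actives have a fitted effect of over 50% in size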
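Cells seeded at 600/well, 37C overnight. Compound added (up to 46 uM), plates shifted to 39C for 24 hr. ATPlite added, luminescence read after 20 min at room temperature.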
p53null 32C kill = qHTS Screen for Compounds that Selectively Target Cancer Cells with p53 Mutations: Cytotoxicity of p53 Null Cells at the Permissive Temperature. H1299-neo p53 null cells, ATP luminescence, 24 h, 32C. Potency, µM (doses to about 46.1 µM), for the others: top-dose activity change, negative = cytotoxicity, actives largely listed as cytotoxic. 0.62% of 55,000 active;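 also: potency is read from the fitted curve at half-maximal effect; 0% = DMSO only and -100% = full killing by 100 µM tamoxifen; nearly all actives have a fitted effect of over 55% in size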
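AC50 values derive from Hill modelling of qHTS concentration-response data (up to 46 uM) in H1299-neo cells. Cells were treated 24 h at 32C following overnight attachment at 37C; viability was read as cellular ATP.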
B2AR arrestin ag = qHTS assay of beta-arrestin-biased ligands of beta2-adrenergic receptor: NCGC Sytravon Library Screen | 44,000 tested, under 10 active | HTLA Tango cells, beta-arrestin recruitment, luciferase luminescence, 18 h | Potency, µM (doses to about 46.1 µM), for the others: at the top dose activation, usual class: activators | Beta-2 adrenergic receptor (Homo sapiens), P07550 | AID 1347077, 2019;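 also: potency is read from the fitted curve at half-maximal effect; 0% = DMSO and full agonism = EC100 isoproterenol or metaproterenol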
Target sequence (P07550 whole entry, looked up): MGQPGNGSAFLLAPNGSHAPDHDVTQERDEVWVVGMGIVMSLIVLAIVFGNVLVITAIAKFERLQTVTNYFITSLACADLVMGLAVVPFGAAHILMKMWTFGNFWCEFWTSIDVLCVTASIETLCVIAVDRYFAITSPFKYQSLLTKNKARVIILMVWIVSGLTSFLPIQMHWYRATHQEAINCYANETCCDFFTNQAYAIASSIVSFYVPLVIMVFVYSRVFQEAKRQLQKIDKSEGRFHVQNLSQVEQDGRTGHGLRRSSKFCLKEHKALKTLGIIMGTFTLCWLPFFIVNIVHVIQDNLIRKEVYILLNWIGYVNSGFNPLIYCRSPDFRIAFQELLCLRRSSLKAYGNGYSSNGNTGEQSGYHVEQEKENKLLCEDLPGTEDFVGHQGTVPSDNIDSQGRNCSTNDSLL
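Receptor–beta-arrestin recruitment read by tTA-responsive luciferase: compound titrations (up to 46 µM) incubated 18 h with Tango cells, then luminescent substrate 15 min at room temperature. Concentration-response fits classified by r2, efficacy and activity.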
* marks the source's active call; other numbers are inactive results. Calls follow the shape of the dose curve; as a rule, active = well fitted curve in the direction sought with a large enough effect; inconclusive = small, poorly fitted or top-dose-only effect, or another doubt; inactive = no such curve, though single readings can be large; an effect the other way counts as inactive or inconclusive. Some of the compounds tested; the hit share may differ from the screen's.

Results for CCOc1ccc(CCNC(=O)C2Cc3ccccc3N2C(=O)CC)cc1 (stereo unspecified) ?
NTMT1 inhibitor: 9.2%; FH mod: -2.7%; TSG101-PTAP inh: -1.2%; GALK inhibitor: 2.2%; p53null 39C tox: 3.7%; p53null 32C kill: 8.3%; B2AR arrestin ag: 0.1%

What do the screens show for `CCOc1ccc(NC(=O)c2nn(C)c3c2COc2ccccc2-3)cc1`?
NTMT1 inhibitor: -20.9%; FH mod: -14.3%; TSG101-PTAP inh: -0.4%; GALK inhibitor: 0.3%; p53null 39C tox: 6.6%; p53null 32C kill: 0.0%; B2AR arrestin ag: -1.0%

Results for Cc1ccc(C2=NN(CC(=O)NCCc3ccccc3)C(=O)CC2)cc1 ?
NTMT1 inhibitor: -15.5%; FH mod: 14.5%; TSG101-PTAP inh: -2.4%; GALK inhibitor: -1.4%; p53null 39C tox: inconclusive; p53null 32C kill: -8.1%; B2AR arrestin ag: 0.0%

How did COc1ccc(C2c3c(oc4ccccc4c3=O)C(=O)N2c2nc(C)c(C)s2)cc1 (stereo unspecified) do in these assays?
NTMT1 inhibitor: -14.7%; FH mod: -8.0%; TSG101-PTAP inh: -3.8%; GALK inhibitor: 3.6%; p53null 39C tox: -11.3%; p53null 32C kill: -3.0%; B2AR arrestin ag: 0.5%

How did CCCCOc1ccc(CN2C(=O)C(=O)c3cc(Br)cc(C)c32)cc1OC do in these assays?
NTMT1 inhibitor: 8.1%; FH mod: -25.6%; TSG101-PTAP inh: 3.1%; GALK inhibitor: 7.8%; p53null 39C tox: 11.2µM*; p53null 32C kill: 35.5µM*; B2AR arrestin ag: -3.1%

What do the screens show for `CCCNC(=O)C1CCC(Cn2c(=O)c3sccc3n(CC(=O)N3CCCC3)c2=O)CC1` (stereo unspecified)?
NTMT1 inhibitor: 6.0%; FH mod: 0.1%; TSG101-PTAP inh: -1.4%; GALK inhibitor: -3.2%; p53null 39C tox: -4.2%; p53null 32C kill: -6.8%; B2AR arrestin ag: -0.2%

Results for COc1ccccc1CNc1nc2c(S(=O)(=O)c3ccccc3)nnn2c2ccc(Cl)cc12 ?
NTMT1 inhibitor: -0.3%; FH mod: -3.4%; TSG101-PTAP inh: -4.3%; GALK inhibitor: 10.4%; p53null 39C tox: -27.5%; p53null 32C kill: -21.9%; B2AR arrestin ag: 0.6%

Results for CCn1c2ccccc2c2cc(CN3CCN(Cc4ccc(Br)cc4)CC3)ccc21 ?
NTMT1 inhibitor: -27.7%; FH mod: inconclusive; TSG101-PTAP inh: -0.5%; GALK inhibitor: -2.5%; p53null 39C tox: -23.5%; p53null 32C kill: 4.2%; B2AR arrestin ag: 0.4%

What do the screens show for `CCOC(=O)c1c(-c2ccccc2)csc1NC(=O)c1cc(-c2cccc(OC)c2)on1`?
NTMT1 inhibitor: inconclusive; FH mod: -1.1%; TSG101-PTAP inh: -5.6%; GALK inhibitor: 5.7%; p53null 39C tox: -20.1%; p53null 32C kill: -0.6%; B2AR arrestin ag: -2.2%

Results for CC(=O)N1CCc2cc(S(=O)(=O)NC(Cc3ccccc3)C(=O)Nc3cccc(C)c3)ccc21 (stereo unspecified) ?
NTMT1 inhibitor: -4.2%; FH mod: -10.2%; TSG101-PTAP inh: -0.7%; GALK inhibitor: -2.5%; p53null 39C tox: -6.7%; p53null 32C kill: 11.6%; B2AR arrestin ag: 0.3%

How did CCOC(=O)C1=C(CS(=O)(=O)c2ccc(OC)c(Cl)c2)NC(=O)NC1c1cccc(OC)c1 (stereo unspecified) do in these assays?
NTMT1 inhibitor: -5.7%; FH mod: 3.1%; TSG101-PTAP inh: -5.2%; GALK inhibitor: 5.7%; p53null 39C tox: 12.3%; p53null 32C kill: 1.8%; B2AR arrestin ag: -0.9%

What do the screens show for `CCn1c(=O)c2sccc2n2c(CCC(=O)Nc3cc(C)cc(C)c3)nnc12`?
NTMT1 inhibitor: -4.2%; FH mod: 3.0%; TSG101-PTAP inh: -0.8%; GALK inhibitor: -5.1%; p53null 39C tox: -1.3%; p53null 32C kill: -15.8%; B2AR arrestin ag: 0.2%

Results for CCOc1ccc(NC(=O)CSc2nc3ccsc3c(=O)n2CC)cc1 ?
NTMT1 inhibitor: 0.1%; FH mod: 2.3%; TSG101-PTAP inh: -2.5%; GALK inhibitor: -5.6%; p53null 39C tox: -1.2%; p53null 32C kill: -1.0%; B2AR arrestin ag: -2.0%

How did CCc1nn(Cc2c(C)cc(C)cc2C)c(=O)c2cc3cc(C)ccc3n12 do in these assays?
NTMT1 inhibitor: 8.0%; FH mod: 0.8%; TSG101-PTAP inh: -0.3%; GALK inhibitor: -11.6%; p53null 39C tox: -8.5%; p53null 32C kill: 4.3%; B2AR arrestin ag: -2.8%

How did O=C(Nc1cccc(C(F)(F)F)c1)N1CCC(CN2CCCCCC2)CC1 do in these assays?
NTMT1 inhibitor: inconclusive; FH mod: -2.0%; TSG101-PTAP inh: 5.7%; GALK inhibitor: 1.5%; p53null 39C tox: -19.3%; p53null 32C kill: -1.8%; B2AR arrestin ag: -0.6%

How did CCOc1ccccc1CNC(=O)c1ccc2c(c1)nc1n2CCCCC1 do in these assays?
NTMT1 inhibitor: -3.9%; FH mod: -1.3%; TSG101-PTAP inh: -6.9%; GALK inhibitor: inconclusive; p53null 39C tox: inconclusive; p53null 32C kill: -28.4%; B2AR arrestin ag: -0.4%

What do the screens show for `CC(=O)c1cccc(NC(=O)Cn2cnc3c2c(=O)n(C)c(=O)n3C)c1`?
NTMT1 inhibitor: 11.4%; FH mod: 0.1%; TSG101-PTAP inh: -0.7%; GALK inhibitor: 0.0%; p53null 39C tox: 10.6%; p53null 32C kill: -6.3%; B2AR arrestin ag: 0.3%

What do the screens show for `CCN1CCN(C(=O)Cn2ncc3c4ccccc4n(Cc4ccccc4)c3c2=O)CC1`?
NTMT1 inhibitor: 2.1%; FH mod: -0.8%; TSG101-PTAP inh: -6.4%; GALK inhibitor: -2.2%; p53null 39C tox: -15.8%; p53null 32C kill: 7.2%; B2AR arrestin ag: -2.8%

Results for Clc1ccccc1CSc1nc(NCCc2ccccc2)c2ccccc2n1 ?
NTMT1 inhibitor: 15.7%; FH mod: -7.6%; TSG101-PTAP inh: -2.5%; GALK inhibitor: -2.4%; p53null 39C tox: 7.4%; p53null 32C kill: -10.9%; B2AR arrestin ag: -2.6%

How did CCc1cccc(NC(=O)c2ccc3c(c2)c(C)c(C)n3Cc2ccc(F)cc2)c1 do in these assays?
NTMT1 inhibitor: inconclusive; FH mod: -7.5%; TSG101-PTAP inh: -1.6%; GALK inhibitor: 1.3%; p53null 39C tox: -3.8%; p53null 32C kill: 14.0%; B2AR arrestin ag: -0.7%

Reprinted from the part before: 2 entries, then new ones.
Results for Clc1ccccc1CSc1nc(NCCc2ccccc2)c2ccccc2n1 ?
NTMT1 inhibitor: 15.7%; FH mod: -7.6%; TSG101-PTAP inh: -2.5%; GALK inhibitor: -2.4%; p53null 39C tox: 7.4%; p53null 32C kill: -10.9%; B2AR arrestin ag: -2.6%

How did CCc1cccc(NC(=O)c2ccc3c(c2)c(C)c(C)n3Cc2ccc(F)cc2)c1 do in these assays?
NTMT1 inhibitor: inconclusive; FH mod: -7.5%; TSG101-PTAP inh: -1.6%; GALK inhibitor: 1.3%; p53null 39C tox: -3.8%; p53null 32C kill: 14.0%; B2AR arrestin ag: -0.7%

What do the screens show for `COc1ccccc1CCNC(=O)C(=O)NCC(c1ccco1)S(=O)(=O)c1ccc(C)cc1` (stereo unspecified)?
NTMT1 inhibitor: 11.8%; FH mod: -25.4%; TSG101-PTAP inh: -0.7%; GALK inhibitor: 0.7%; p53null 39C tox: 4.7%; p53null 32C kill: -1.4%; B2AR arrestin ag: -3.2%

How did COc1ccc(CCNC(=O)c2cc(Nc3cc(C)cc(C)c3)nc3ccccc23)cc1OC do in these assays?
NTMT1 inhibitor: 12.2%; FH mod: inconclusive; TSG101-PTAP inh: -14.0%; GALK inhibitor: -0.3%; p53null 39C tox: -1.6%; p53null 32C kill: 2.9%; B2AR arrestin ag: 0.7%

What do the screens show for `Cc1c(CCNC(=O)c2ccc(Br)o2)sc2nc(-c3ccc(Cl)cc3)nn12`?
NTMT1 inhibitor: 5.5%; FH mod: inconclusive; TSG101-PTAP inh: 0.7%; GALK inhibitor: 1.0%; p53null 39C tox: 7.3%; p53null 32C kill: inconclusive; B2AR arrestin ag: -3.8%

Results for CCOC(=O)c1c(C)oc2nc(C)nc(Nc3ccc(CC)cc3)c12 ?
NTMT1 inhibitor: 5.5%; FH mod: 3.3%; TSG101-PTAP inh: -0.5%; GALK inhibitor: 1.3%; p53null 39C tox: 14.2%; p53null 32C kill: 1.3%; B2AR arrestin ag: -0.3%

Results for COc1cccc(NC(=O)c2cn(C3CCCCC3)c(=O)c3c2c2ccccc2n3C)c1 ?
NTMT1 inhibitor: -0.7%; FH mod: -14.8%; TSG101-PTAP inh: -1.5%; GALK inhibitor: 2.6%; p53null 39C tox: -3.2%; p53null 32C kill: 0.7%; B2AR arrestin ag: 1.1%

What do the screens show for `CSc1nc(=O)c2c(n1C)NC(=O)CC2c1cc(F)cc(F)c1` (stereo unspecified)?
NTMT1 inhibitor: 23.8%; FH mod: -12.0%; TSG101-PTAP inh: -9.9%; GALK inhibitor: 0.6%; p53null 39C tox: 2.0%; p53null 32C kill: -1.0%; B2AR arrestin ag: -3.8%

How did COc1ccc(Cl)cc1NC(=O)CSc1nnc2[nH]c(=O)cc(-c3ccccc3)n12 do in these assays?
NTMT1 inhibitor: -19.2%; FH mod: inconclusive; TSG101-PTAP inh: 5.7%; GALK inhibitor: -0.2%; p53null 39C tox: 9.6%; p53null 32C kill: 2.51µM*; B2AR arrestin ag: 0.4%

What do the screens show for `CC(=O)N1CCCc2cc(S(=O)(=O)NCc3ccc(OC(C)C)cc3)ccc21`?
NTMT1 inhibitor: 2.9%; FH mod: -14.5%; TSG101-PTAP inh: 1.9%; GALK inhibitor: -5.5%; p53null 39C tox: 5.6%; p53null 32C kill: -2.2%; B2AR arrestin ag: 0.0%

Results for COc1ccc(-n2ncc(C(=O)N3CCN(c4ncccn4)CC3)c2C2CCN(C(=O)OC(C)(C)C)CC2)cc1 ?
NTMT1 inhibitor: 5.9%; FH mod: 4.3%; TSG101-PTAP inh: -7.0%; GALK inhibitor: 1.5%; p53null 39C tox: -16.4%; p53null 32C kill: -4.1%; B2AR arrestin ag: 0.7%
